# SUMO1 PPI mod = SUMO1-SIM interaction modulation. P63165. SUMO1 binding to a labelled peptide, TR-FRET, 1 h. inhibition, % at 20 µM. actives 0.33% (n = 360,000); in the data active = inhibition above about 37%
# Target sequence (P63165 whole entry, looked up): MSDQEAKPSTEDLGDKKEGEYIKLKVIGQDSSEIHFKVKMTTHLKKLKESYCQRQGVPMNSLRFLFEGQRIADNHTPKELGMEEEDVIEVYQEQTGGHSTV
# Scp-1 inhibitor = Scp-1 (human) phosphatase inhibition. Q9GZU7. Recombinant Scp1, phosphopeptide, malachite green phosphate absorbance. inhibition, % at 20 µM. actives 0.88% (n = 340,000);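 active = inhibition above about 50% at 20 µM, limit read from the data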;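 note: plate controls were DMSO wells with enzyme for no effect and wells lacking enzyme for full effect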
#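 Test system: SCP-1 catalytic domain; Buffer or medium: Acidic Tris acetate buffer with magnesium and detergent; Also added: Phosphorylated 17-residue peptide substrate; Compound: single 20 µM dose, 1% DMSO; Schedule: enzyme reaction 45 min at room temperature, colour 5 min, stabilisation 30 min; Signal: Phosphate-binding colour reagent, absorbance read at 630 nm.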
# Rpn11 inh = inhibitors of human proteasome Rpn11 | O00487 | human 26S proteasome, Ub4-pepOG fluorescence polarization; 20S core pre-blocked with epoxomicin | calls only at 20 µM | actives 0.59% (n = 360,000) | AID 588493;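 active = inhibition at 20 µM, scaled to each plate's controls, above about 33%, limit read from the data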
# TbMetRS inhib = Trypanosoma brucei MetRS inhibition. purified T. brucei MetRS, ATP depletion, Kinase-Glo luminescence. inhibition, % at 11.9 µM. actives 0.4% (n = 360,000). AID 624268;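 active = inhibition above a per-plate cutoff of the control wells' mean inhibition plus 3 SD, cut at about 5.5% in these data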;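 note: 0% = DMSO wells median and 100% = median of wells with control inhibitor compound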
#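 Material: T. brucei methionyl-tRNA synthetase, purified; reagent: substrates ATP, L-methionine and bulk Escherichia coli tRNA; dosing: 11.9 µM single point; timing: 15 min plus 2 h at 25 °C; detection: luminescence of leftover ATP; evaluation: % inhibition; control set: DMSO-only wells as low control; replicates: singlicate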
# NadD inh = NadD (S. aureus) enzyme inhibition | AID 602399 | actives 0.78% (n = 360,000) | purified NadD enzyme, colorimetric absorbance read-out | inhibition, % at 20 µM; in the data active = inhibition above about 26%; note: some compounds past the cut are filed as inactive
# DNMT1 inh = DNMT1 (human) enzyme inhibition. P26358. DNMT1 molecular beacon, Hinp1I cleavage, fluorescence. inhibition (reported as % activation of signal), % at 10 µM. actives 0.83% (n = 360,000). AID 588458; in the data active = inhibition above about 50%
# STEP inh = inhibitors of human striatal-enriched phosphatase STEP; P54829; inhibition, % at 20 µM; AID 588621; recombinant STEP, OMFP fluorogenic substrate, fluorescence; actives 0.25% (n = 360,000);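 active = inhibition at 20 µM, scaled per plate between control wells, above about 37%, limit read from the data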;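 note: 0% = DMSO with enzyme and substrate and 100% = substrate only without enzyme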
#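 System: STEP phosphatase, cell-free reaction; Buffer or medium: Bis-Tris pH 6.0 buffer with DTT, detergent; Incubation: 20 min at room temperature, dark; Measured by: fluorescence, 480/540 nm.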
# LMPTP block = LMPTP (human) inhibition. inhibition, % at 20 µM. actives 0.22% (n = 360,000). P24666. recombinant LMPTP-A, OMFP fluorogenic substrate, fluorescence intensity. AID 651560;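 active = compounds that cut the enzyme signal by at least half of the control window in the single-dose screen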;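 note: plate controls were DMSO wells with enzyme plus substrate for no effect and substrate without enzyme for full effect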
# Target sequence (P24666 whole entry, looked up): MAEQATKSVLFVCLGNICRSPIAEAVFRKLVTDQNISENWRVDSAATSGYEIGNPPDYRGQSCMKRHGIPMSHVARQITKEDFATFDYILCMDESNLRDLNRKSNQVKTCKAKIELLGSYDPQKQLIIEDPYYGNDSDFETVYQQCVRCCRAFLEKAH
#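 Assay system: LMPTP-A, protein tyrosine phosphatase of low molecular weight / Medium: pH 6.0 Bis-Tris buffer with DTT and Triton X-100 / Schedule: 50 min enzyme reaction at room temperature, protected from light / Measured by: endpoint fluorescence intensity from OMFP dephosphorylation / Read-out basis: % inhibition relative to no-enzyme and uninhibited control wells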
# CSN inh = inhibitors of human CSN-mediated cullin deneddylation. inhibition, % at 12.5 µM. actives 0.38% (n = 360,000). Purified CSN, SCF-Nedd8-OG deneddylation, fluorescence polarization;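 active = pattern-corrected inhibition above about 35%, with an unprinted fluorescence ratio check between 0.5 and 1.5, limit read from the data, passing the limit was not always enough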;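 note: 0% = enzyme with substrate and 100% = substrate without enzyme; some results filed as inactive read as strong as hits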
#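 assay system = purified human Csn5 enzyme expressed in HEK293T cells | amount = 0.24 nM enzyme | buffer or medium = Tris/NaCl/DTT buffer, pH 7.5 | reagent = 10 nM SCFSkp2-Nedd8OG | compound = one concentration, 12.5 µM, 0.25% DMSO | times = 90 min reaction at room temperature | signal = FP | read-out basis = % inhibition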
# PABP1 MLLE inh = inhibitors of microRNA-mediated deadenylation, human PABP1 MLLE binding; GST-MLLE / FITC-PAM2 fluorescence polarization; P11940; inhibition, % at 20 µM; actives 0.36% (n = 360,000); in the data active = inhibition above about 35%, passing the limit was not always enough;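 note: plate controls were DMSO wells with GST-MLLE for no effect and wells lacking GST-MLLE protein for full effect; some results filed as inactive read as strong as hits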
# Target sequence (P11940 whole entry, looked up): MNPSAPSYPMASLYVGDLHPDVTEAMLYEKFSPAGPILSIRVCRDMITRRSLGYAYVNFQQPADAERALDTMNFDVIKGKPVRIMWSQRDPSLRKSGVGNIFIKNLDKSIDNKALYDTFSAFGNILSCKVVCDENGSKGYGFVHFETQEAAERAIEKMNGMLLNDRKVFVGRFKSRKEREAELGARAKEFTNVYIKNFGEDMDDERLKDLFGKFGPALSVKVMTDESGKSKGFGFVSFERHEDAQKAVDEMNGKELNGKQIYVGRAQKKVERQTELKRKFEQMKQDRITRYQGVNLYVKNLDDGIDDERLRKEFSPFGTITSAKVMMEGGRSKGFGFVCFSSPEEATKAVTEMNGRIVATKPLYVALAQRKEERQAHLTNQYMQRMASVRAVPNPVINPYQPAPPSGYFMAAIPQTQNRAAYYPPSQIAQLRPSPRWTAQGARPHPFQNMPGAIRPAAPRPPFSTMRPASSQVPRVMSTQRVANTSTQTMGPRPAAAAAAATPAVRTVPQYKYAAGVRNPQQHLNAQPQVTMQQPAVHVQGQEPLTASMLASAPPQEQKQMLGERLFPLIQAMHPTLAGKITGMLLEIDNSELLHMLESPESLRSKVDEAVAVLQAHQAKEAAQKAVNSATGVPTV
# * marks the source's active call; other numbers are inactive results; i = inactive; x = no result given.
# Each structure is followed by: Rpn11 inh	CSN inh	NadD inh	PABP1 MLLE inh	STEP inh	SUMO1 PPI mod	Scp-1 inhibitor	DNMT1 inh	LMPTP block	TbMetRS inhib
> C=C1CC2(OC1=O)c1ccccc1CCc1ccccc12
→ i	5	-4	-11	2	5	-5	4	0.1	-0.4
> COc1ccc(S(=O)(=O)N2CCC(C(=O)NCCc3ccccc3)CC2)cc1OC
→ i	5	4	7	-2	4	-2	6	1.1	0.1
> COC(=O)C(NS(=O)(=O)c1ccc(F)cc1)c1ccccc1 (stereo not given)
→ i	-12	-1	-11	1	2	3	4	0.3	-0.7
> O=S(=O)(Cc1ccccc1Cl)N1CCCC1
→ i	-14	0	6	2	1	7	2	1.3	-1.9
> Cn1c2c(c(=O)n(C)c1=O)C(c1ccccc1F)C(C#N)=C(N)O2 (stereo not given)
→ i	-7	0	25	2	-2	2	1	-0.2	-0.3
> Cc1cccc(N2CCN(Cc3nc(-c4ccc(F)cc4F)oc3C)CC2)n1
→ i	1	-5	-1	2	5	-9	5	-0.4	-0.1
> O=C(/C=C/c1ccccc1)c1cc(Br)ccc(=O)c1O
→ i	34	15	-70	11	19	-6	61*	18	-0.3
> COc1cccc(C=C(C(C)=O)C(=O)c2ccccc2)c1
→ x	4	5	x	x	1	x	x	0.0	-0.8
> CCc1c(C)nc(SCC(=O)Nc2ccc3c(c2)OCCO3)[nH]c1=O
→ i	-7	4	8	1	3	-7	0	-0.3	-0.3
> Cc1ccc(NC(=O)C2=CC(c3cccs3)=NS(=O)(=O)N2C)cc1
→ i	2	3	2	-1	-8	-9	-2	1.1	-0.3
> CSc1cccc(CN2CCN(Cc3ccc(F)c(F)c3)C(CCO)C2)c1 (stereo not given)
→ i	0	-1	-5	-2	-1	-6	1	-1.2	0.0
> CCc1nn(CCCC(=O)Nc2ccc(C)c(C)c2)c(=O)c2cc3occc3n12
→ i	2	5	2	1	9	-8	-5	4.1	0.2
> CCC1CCCCN1S(=O)(=O)c1ccc(C(=O)Nc2nnc(-c3cccs3)o2)cc1 (stereo not given)
→ i	3	42*	1	0	14	3	-1	1.1	-0.7
> O=C(Oc1ccc2ccc(O)cc2c1)C1CCCCC1
→ i	1	-3	-8	0	-1	-5	-28	2.8	0.5
> CCOc1ccc(OCc2cccc(C(=O)N3CCOCC3)c2)cc1
→ i	1	-1	3	0	-3	-5	-3	-1.6	-0.7
> C[C@@H]1CN([C@@H](C)CO)C(=O)c2cc(/C=C/c3ccccc3)cnc2O[C@@H]1CN(C)S(=O)(=O)c1ccc(F)cc1
→ i	-2	4	0	-2	-1	x	-3	0.6	-1.1
> Cc1cccc(N2CCN(C(=O)C3COc4ccccc4O3)CC2)c1C (stereo not given)
→ i	-4	-1	12	2	-4	13	7	1.0	-0.2
> COC(=O)C1=C(C)N(c2ccc(S(N)(=O)=O)cc2)C(=O)C1
→ i	-1	2	4	3	-6	0	0	-2.2	-1.8
> CN1C2CCC1CC(NC(=O)c1cc(S(=O)(=O)N(C)C)c(Cl)cc1Cl)C2 (stereo not given)
→ i	-4	-1	0	-1	0	-3	2	-1.2	-0.1
> COc1ccc(-c2nnn(Cc3ccccc3F)n2)cc1
→ i	0	-9	8	-2	-2	-23	-4	2.5	-0.7
> O=C(COC(=O)c1ccc(F)c(S(=O)(=O)N2CCCCC2)c1)NCc1ccc(F)cc1
→ i	-2	-7	-18	0	2	-9	-3	1.4	0.2
> Cc1ccnc(N2CCCC(C(=O)NCc3cccs3)C2)n1 (stereo not given)
→ i	0	-5	6	0	-4	-4	0	-0.6	-1.0
> CC(=O)NC(CC(=O)NNC(=O)COc1c(C)cccc1C)c1ccccc1 (stereo not given)
→ i	-1	-1	5	-2	1	-10	-4	-2.9	0.3
> Cc1ccc(NP(=O)(c2ccc(N(C)C)cc2NC(=O)c2cccs2)N2CCOCC2)cc1Cl (stereo not given)
→ i	-2	10	9	-3	6	-8	-8	4.2	0.0
> CC(C)N(Cc1ccccc1)C(=O)CCS(=O)(=O)c1ccc2c(c1)oc(=O)n2C
→ i	2	-3	15	0	1	-3	1	-1.3	0.3
> CCOC(=O)c1[nH]c(C)c(C(=O)NCC2CCCO2)c1C (stereo not given)
→ i	5	4	7	0	-3	3	3	-1.4	-0.9
> Cc1ccc(OCC(=O)N2CCc3ccccc32)cc1
→ i	-2	4	-9	0	-3	-1	-3	-0.2	-1.6
> COc1cc(/C=C2/SC(=NCc3ccccc3)N(Cc3ccccc3)C2=O)ccc1O
→ i	6	9	-21	-3	-7	1	-10	0.9	-0.2
> CCCn1c(=O)c2ccccc2n2c(SCCOc3ccc(C)cc3)nnc12
→ i	-1	1	-81	3	8	-4	0	0.0	0.3
> CCc1ccc([C@@H]2CC=C(C(=O)O)[C@H](c3ccccc3)N2S(=O)(=O)c2ccc(C)cc2)cc1
→ i	1	11	-1	4	9	-11	5	-0.3	0.1
> CCOc1ccc(-c2c(C(=O)N/N=C(\C)c3cccs3)nnn2-c2nonc2N)cc1
→ i	-1	4	7	-1	1	-11	6	-0.6	0.4
> CCC(CC)n1[nH]c(=O)c2c(C)cc(C)nc21
→ i	2	-3	1	-4	2	26	0	-0.3	0.2
> O=C1c2cccc3cccc(c23)C(=O)N1c1nncs1
→ i	2	5	2	0	-23	3	6	-0.7	0.6
> COc1ccc(C(=O)C2CCCN(C(=O)c3cnsn3)C2)c(C)c1 (stereo not given)
→ i	-2	-2	6	-1	-5	3	2	-0.6	-0.5
> CCOC(=O)C1=C(N)N2C(=O)C(C)SC2=C(C(=O)OC)C1c1cccc(OC)c1 (stereo not given)
→ i	3	-5	22	2	7	-1	0	0.9	-0.4
> C=CCNC(=O)C1CCCN(S(=O)(=O)c2ccc(-n3cnnn3)cc2)C1 (stereo not given)
→ i	-5	2	6	0	7	-4	2	-2.5	-0.2
> O=[N+]([O-])c1cnc2nc(-c3ccncc3)nn2c1O
→ i	2	-1	11	-3	-9	-6	1	-0.6	-0.7
> CCOC(=O)c1cnc2c(c(C)nn2-c2ccc(C)cc2)c1Cl
→ i	0	-5	1	3	-19	-16	-1	1.1	-0.6
> CC[C@]12c3[nH]c4cc(-c5ccco5)ccc4c3CCN1C(=O)[C@@H](CC(=O)NC(C)(C)C)C[C@@H]2C(=O)N1CCN(C(=O)c2ccco2)CC1
→ i	7	7	-23	-2	6	4	-7	0.8	-0.6
> COc1ccc(CCN(C)C(=O)c2cc(S(=O)(=O)N3CCCCC3)ccc2Cl)cc1OC
→ i	-3	6	2	1	-48	-8	-4	-11	-0.6
> C#CCn1c(=NC(=O)CN2C(=O)CCC2=O)sc2cc(S(N)(=O)=O)ccc21
→ i	3	1	5	-3	0	0	1	-1.3	-0.6
> C/C=C/c1ccc(OCC(=O)OCc2csc(Nc3ccc(C)cc3)n2)c(OC)c1
→ i	1	3	-61	-6	-2	19	-25	6.2	-0.4
> CC(C)c1ccc2[nH]c(O)c(N=NC(=O)c3cccc(S(=O)(=O)Nc4ccc(Cl)cc4)c3)c2c1
→ i	10	37*	3	1	-7	-5	28	1.1	-0.3
> CCCCC(=O)N(C)c1c(C)nc2ccc(C(=O)NCc3ccccc3OC)cn12
→ i	1	3	-13	0	-5	x	-2	-5.8	-0.1
> CC(C)Oc1ccc(C(=O)Nc2nc3ccccc3[nH]2)cc1
→ i	-5	-8	-1	1	-3	-3	-2	-0.8	-0.4
> CCCCCC(=O)Nc1nnn(CCC)n1
→ i	-1	-5	-11	-3	1	0	4	-2.5	-0.7
> COc1ccc(-c2cc(C(=O)Nc3cc(C)n(Cc4ccc(Cl)cc4)n3)no2)cc1OC
→ i	1	-9	-6	1	-2	-6	-9	2.0	0.7
> CCC(NC(=O)c1ccccc1NC(=O)C(C)(C)C)C(=O)N1CCCC1 (stereo not given)
→ i	-6	-8	9	-3	2	-4	-1	-0.9	-0.7

# Part of the list above, with the structure last.
Rpn11 inh | CSN inh | NadD inh | PABP1 MLLE inh | STEP inh | SUMO1 PPI mod | Scp-1 inhibitor | DNMT1 inh | LMPTP block | TbMetRS inhib | Compound
i | 1 | -9 | -6 | 1 | -2 | -6 | -9 | 2.0 | 0.7 | COc1ccc(-c2cc(C(=O)Nc3cc(C)n(Cc4ccc(Cl)cc4)n3)no2)cc1OC
i | 1 | 3 | -61 | -6 | -2 | 19 | -25 | 6.2 | -0.4 | C/C=C/c1ccc(OCC(=O)OCc2csc(Nc3ccc(C)cc3)n2)c(OC)c1
i | -1 | -5 | -11 | -3 | 1 | 0 | 4 | -2.5 | -0.7 | CCCCCC(=O)Nc1nnn(CCC)n1

# Two entries picked at random from those above, as already listed:
# Each structure is followed by: Rpn11 inh	CSN inh	NadD inh	PABP1 MLLE inh	STEP inh	SUMO1 PPI mod	Scp-1 inhibitor	DNMT1 inh	LMPTP block	TbMetRS inhib
> C#CCn1c(=NC(=O)CN2C(=O)CCC2=O)sc2cc(S(N)(=O)=O)ccc21
→ i	3	1	5	-3	0	0	1	-1.3	-0.6
> CCCCCC(=O)Nc1nnn(CCC)n1
→ i	-1	-5	-11	-3	1	0	4	-2.5	-0.7
